Assay outcomes: PubChem, Broad Institute
BioA inh: BioA (M. tuberculosis) enzyme inhibition; inhibition, % at 9.99 µM; purified M. tuberculosis BioA enzyme, plate reader; 360,000 compounds, 0.096% hits; AID 602481; in the data active means inhibition above about 40%
The depositor's hits bear a star.

Compound | BioA inh
Cc1noc(C)c1S(=O)(=O)Nc1ccc2c(c1)C(=O)N([C@@H](C)CO)C[C@H](C)[C@H](CN(C)CC1CCCCC1)OCCCC[C@@H](C)O2 | -0.1
CO[C@H](CN(C)S(=O)(=O)c1ccccc1)[C@H](C)CN(Cc1ccccc1Cl)[C@H](C)CO | -0.2
C[C@@H]1CN([C@H](C)CO)C(=O)c2cc(NC(=O)Cc3ccccc3)ccc2O[C@@H](C)CCCCO[C@@H]1CN(C)Cc1ccc(C(=O)O)cc1 | -0.9
O=C(C[C@H]1CC[C@H]2[C@@H](COC[C@H](O)CN2C(=O)c2ccncc2)O1)NCc1cc(F)cc(F)c1 | 2.1
Cc1ccc(S(=O)(=O)N(C)C[C@@H]2Oc3c(NC(=O)c4ccncc4)cccc3C(=O)N([C@H](C)CO)C[C@@H]2C)cc1 | -0.7
C[C@@H]1CCCCO[C@@H](CN(C)Cc2ccc(C(F)(F)F)cc2)[C@@H](C)CN([C@@H](C)CO)C(=O)c2cc(NC(=O)Nc3ccc4c(c3)OCO4)ccc2O1 | -3.3
O=C(O)C[C@H]1C[C@H]2c3cc(NC(=O)Nc4ccc(F)cc4)ccc3O[C@H]2[C@H](CO)O1 | -1.4
C[C@@H]1CN([C@H](C)CO)C(=O)c2cc(NS(=O)(=O)c3ccc(Cl)cc3)ccc2O[C@H]1CN(C)C(=O)NC1CCCCC1 | 2.7
CCCC#Cc1ccc2c(c1)O[C@H](CN(C)Cc1ccc3c(c1)OCO3)[C@@H](C)CN([C@@H](C)CO)S2(=O)=O | -0.5
Cc1ccccc1-c1ccc([C@@H]2[C@@H](CO)N3CCCCN(C(=O)Cc4ccccn4)C[C@@H]23)cc1 | 3.9

The last 2 records of the part above open the next one.
Compound | BioA inh
CCCC#Cc1ccc2c(c1)O[C@H](CN(C)Cc1ccc3c(c1)OCO3)[C@@H](C)CN([C@@H](C)CO)S2(=O)=O | -0.5
Cc1ccccc1-c1ccc([C@@H]2[C@@H](CO)N3CCCCN(C(=O)Cc4ccccn4)C[C@@H]23)cc1 | 3.9
C[C@@H]1CN([C@H](C)CO)C(=O)c2cccc(NC(=O)Nc3ccc(F)cc3)c2O[C@H]1CN(C)C | -0.8
CN1c2ccc(C#Cc3cccnc3)cc2[C@H]2[C@H](CCN2C(=O)C2CC2)[C@@H]1CO | -2.5
Cc1ccccc1S(=O)(=O)N[C@H]1CC[C@@H](CCn2cc(-c3ccccc3)nn2)O[C@@H]1CO | -10
CCCNC(=O)N1[C@H](CNC(C)=O)[C@H](c2ccc(-c3ccccc3)cc2)[C@@H]1CO | 2.7
CN1[C@H](CO)[C@@H]2c3ccccc3N(C(=O)Nc3ccccc3F)C[C@@H]21 | -3.7
CCCNC(=O)C[C@@H]1CC[C@@H]2[C@H](COc3ccc(NC(=O)Nc4c(C)noc4C)cc3C(=O)N2C)O1 | 8.0
C[C@@H]1CN([C@H](C)CO)C(=O)c2cccc(NC(=O)c3cnccn3)c2O[C@@H]1CN(C)Cc1ccc(Oc2ccccc2)cc1 | -1.7
CC(=O)N1[C@@H]2CN(S(=O)(=O)c3ccccc3)c3ccccc3[C@@H]2[C@@H]1CO | -2.7
Cc1noc(C)c1NC(=O)N(C)C[C@H]1Oc2c(cccc2N(C)C)C(=O)N([C@H](C)CO)C[C@H]1C | -0.2
CNC[C@H]1Oc2ccc(NS(=O)(=O)c3ccc(OC)cc3)cc2C(=O)N([C@@H](C)CO)C[C@@H]1C | -2.4

Arranged by molar mass (smallest number first): part of the list above
Compound | BioA inh
CN1[C@H](CO)[C@@H]2c3ccccc3N(C(=O)Nc3ccccc3F)C[C@@H]21 | -3.7
CN1c2ccc(C#Cc3cccnc3)cc2[C@H]2[C@H](CCN2C(=O)C2CC2)[C@@H]1CO | -2.5
CCCNC(=O)N1[C@H](CNC(C)=O)[C@H](c2ccc(-c3ccccc3)cc2)[C@@H]1CO | 2.7

(list continues)
Compound | BioA inh
CNC(=O)C[C@@H]1CC[C@@H]2[C@@H](COc3ccc(NC(=O)Cc4cccs4)cc3C(=O)N2C)O1 | -1.7
Cc1ccc(S(=O)(=O)Nc2cccc3c2O[C@H](CN(C)S(=O)(=O)c2ccccc2)[C@H](C)CN([C@H](C)CO)C3=O)cc1 | -2.5
COc1cccc(-c2ccc3c(c2)[C@H]2[C@H](CCN2S(=O)(=O)c2ccccc2C)[C@@H](CO)N3)c1 | -3.5
C[C@@H]1CN([C@H](C)CO)C(=O)c2cccc(NS(C)(=O)=O)c2O[C@@H]1CN(C)Cc1ccc(Oc2ccccc2)cc1 | -0.5
O=C(NC[C@@H]1[C@@H](c2ccccc2)[C@H](CO)N1Cc1cccnc1)c1ccccn1 | 4.3
CO[C@@H]1CN(C)C(=O)c2ccc(NC(=O)Nc3ccccc3)cc2OC[C@H](C)NC[C@H]1C | -0.2
C[C@@H]1CN([C@H](C)CO)C(=O)c2cc(C3=CCCC3)cnc2O[C@H]1CN(C)C(=O)NC1CCCC1 | -6.5
CC=Cc1ccc2n(c1=O)C[C@H]1[C@H](CO)[C@@H](C(=O)NC3Cc4ccccc4C3)N(CC)[C@@H]21 (mixture of isomers) | -0.6
COc1ccc(S(=O)(=O)Nc2ccc3c(c2)CC(=O)N([C@H](C)CO)C[C@H](C)[C@H](CN(C)S(=O)(=O)c2c(C)noc2C)O3)cc1 | 6.5
CCCN(C)C[C@@H]1Oc2ncc(-c3cccc(F)c3)cc2C(=O)N([C@H](C)CO)C[C@@H]1C | -0.8
C[C@H]1CN([C@@H](C)CO)C(=O)c2cc(C#CCc3ccccc3)cnc2O[C@@H]1CN(C)C(=O)C1CCOCC1 | -1.9
C[C@H]1CN([C@@H](C)CO)S(=O)(=O)c2ccc(Br)cc2O[C@H]1CN(C)Cc1cncnc1 | 10
CN1c2ccc(-c3ccc(F)cc3)cc2[C@@H]2[C@@H](CCN2S(=O)(=O)c2cccc(F)c2)[C@@H]1CO | -1.6
CN(C)CC(=O)N[C@@H]1CC[C@H](CC(=O)NCc2ccc(Cl)cc2)O[C@H]1CO | -0.5
CN(C)CC(=O)Nc1ccc2c(c1)[C@@H]1C[C@@H](CC(=O)NCc3cccc(F)c3)O[C@H](CO)[C@@H]1O2 | -0.8
C[C@H]1CN([C@@H](C)CO)C(=O)c2cc(N(C)C)ccc2O[C@@H]1CN(C)S(=O)(=O)c1ccc(Cl)cc1 | -4.5
C[C@@H]1CN([C@H](C)CO)C(=O)c2cccc(NS(=O)(=O)c3cccs3)c2O[C@@H]1CN(C)S(=O)(=O)c1cn(C)cn1 | -5.1
C[C@H](CO)N1C[C@H](C)[C@@H](CN(C)C(=O)C2CCCCC2)Oc2cc(C#CC(C)(C)O)ccc2S1(=O)=O | -0.6
C[C@@H]1CN([C@@H](C)CO)C(=O)c2cccc(NS(=O)(=O)c3cccs3)c2O[C@@H]1CN(C)Cc1ccc(C(F)(F)F)cc1 | -3.5
COc1ccc(NC(=O)N(C)C[C@@H]2OCCCC[C@@H](C)Oc3ccc(NS(=O)(=O)c4ccccc4)cc3C(=O)N([C@H](C)CO)C[C@H]2C)cc1 | -2.2
CN(C)CC(=O)N1[C@@H]2c3ccc(C4=CCCCC4)c(=O)n3C[C@@H]2[C@@H](CO)[C@@H]1C(=O)Nc1nccs1 | -0.1
COc1cccc(-c2ccc([C@H]3[C@@H](CO)N4CCCCN(CC5CCOCC5)C[C@H]34)cc2)c1 | 3.1
CO[C@@H]1CN(C)C(=O)c2cc(NS(=O)(=O)c3ccc(C)cc3)ccc2OC[C@@H](C)N(Cc2nccs2)C[C@H]1C | 0.9
CNC[C@H]1Oc2c(NC(=O)c3cc(C)nn3C)cccc2C(=O)N([C@H](C)CO)C[C@@H]1C | 6.9
CN(C)C(=O)c1cccc(-c2ccc3c(c2)[C@H]2[C@H](CCN2C(=O)c2ccc4c(c2)OCO4)[C@@H](CO)N3)c1 | 12
CCCNC(=O)NC[C@H]1[C@H](c2ccc(C3=CCCC3)cc2)[C@H](CO)N1C(C)=O | 7.1
CO[C@@H]1CN(C)C(=O)c2ccc(NS(=O)(=O)c3ccccc3)cc2OC[C@H](C)N(C(=O)NC(C)C)C[C@@H]1C | -1.5
C[C@@H]1CCCCO[C@@H](CN(C)CC2CCCCC2)[C@H](C)CN([C@H](C)CO)C(=O)c2cc(NC(=O)NC3CCCCC3)ccc2O1 | -1.2
CCCC(=O)Nc1ccc2c(c1)C(=O)N(C)[C@H]1CC[C@H](CC(=O)Nc3ccccc3)O[C@@H]1CO2 | 0.0
C[C@@H]1CN([C@@H](C)CO)C(=O)c2cc(-c3ccccc3F)cnc2O[C@H]1CN(C)C(=O)CN(C)C | -2.4

The last four records of the section above are carried over, then new ones follow:
Compound | BioA inh
CO[C@@H]1CN(C)C(=O)c2ccc(NS(=O)(=O)c3ccccc3)cc2OC[C@H](C)N(C(=O)NC(C)C)C[C@@H]1C | -1.5
C[C@@H]1CCCCO[C@@H](CN(C)CC2CCCCC2)[C@H](C)CN([C@H](C)CO)C(=O)c2cc(NC(=O)NC3CCCCC3)ccc2O1 | -1.2
CCCC(=O)Nc1ccc2c(c1)C(=O)N(C)[C@H]1CC[C@H](CC(=O)Nc3ccccc3)O[C@@H]1CO2 | 0.0
C[C@@H]1CN([C@@H](C)CO)C(=O)c2cc(-c3ccccc3F)cnc2O[C@H]1CN(C)C(=O)CN(C)C | -2.4
C[C@@H]1CN([C@@H](C)CO)C(=O)Cc2cc(NC(=O)CCC(F)(F)F)ccc2O[C@H]1CN(C)CC1CC1 | -1.0
CCCNC(=O)N1[C@H](CN(C)C(C)=O)[C@@H](c2ccc(C3=CCCC3)cc2)[C@@H]1CO | 18
O=C(Cc1ccncc1)N1CC[C@@H]2[C@H](CO)Nc3ccc(Br)cc3[C@@H]21 | 16
CCC(=O)N[C@@H]1CC[C@@H](CC(=O)NCC2CCCCC2)O[C@@H]1CO | -4.6
C[C@@H]1CN([C@H](C)CO)C(=O)c2cc(-c3cccnc3)cnc2O[C@H]1CN(C)C(=O)Nc1ccc2c(c1)OCO2 | 1.6
CCS(=O)(=O)N1CCCCN2[C@H](CO)[C@@H](c3ccc(-c4cccc(C#N)c4)cc3)[C@H]2C1 | -4.6
Cc1ccc(-c2ccc3c(c2)O[C@H](CN(C)C(=O)NC(C)C)[C@H](C)CN([C@@H](C)CO)S3(=O)=O)cc1 | -1.9
O=C(C[C@H]1CC[C@@H](NC(=O)Nc2cc(F)ccc2F)[C@@H](CO)O1)NCc1ccc2c(c1)OCO2 | 3.5
CC(C)NC(=O)N(C)C[C@H]1Oc2ncc(C#CC3CCCCC3)cc2C(=O)N([C@H](C)CO)C[C@H]1C | -1.0
COCC#Cc1ccc([C@@H]2[C@@H](CO)N3CCCCN(S(=O)(=O)c4ccccc4F)C[C@H]23)cc1 | -3.7
O=C(Cc1ccccn1)NCC[C@H]1CC[C@H](NC(=O)Nc2ccc(C(F)(F)F)cc2)[C@@H](CO)O1 | -2.5
C[C@H]1CN([C@@H](C)CO)C(=O)CCCn2nncc2CO[C@H]1CN(C)CC1CCCC1 | -2.1
C[C@H](CO)N1C[C@H](C)[C@H](CN(C)C(=O)c2cccnc2)Oc2ncc(-c3ccccc3)cc2C1=O | 0.2
C/C=C/c1ccc([C@H]2[C@H](CO)N(C(C)=O)[C@H]2CN(C)S(C)(=O)=O)cc1 | -2.8
CC(=O)N1[C@H](CN(C)S(=O)(=O)c2ccccc2)[C@H](c2ccccc2)[C@@H]1CO | -5.2
C[C@H]1CCCCO[C@H](CN(C)Cc2ccc(C(=O)O)cc2)[C@@H](C)CN([C@@H](C)CO)C(=O)c2cc(NC(=O)c3ccncc3)ccc2O1 | -2.5
C[C@H]1CN([C@@H](C)CO)C(=O)c2cc(NC(=O)Nc3ccccc3)ccc2O[C@@H]1CN(C)CC1CCCCC1 | -2.8
CCCN(C)C[C@H]1OCCCC[C@H](C)Oc2ccc(NS(=O)(=O)c3ccc(F)cc3)cc2C(=O)N([C@H](C)CO)C[C@H]1C | -0.6
O=C([C@@H]1N[C@@H]2c3ccc(C4=CCCCC4)c(=O)n3C[C@@H]2[C@H]1CO)N1CCc2ccccc2C1 | -2.2
COc1ccc(C#Cc2ccc3c(c2)O[C@@H](CN(C)C(=O)CN2CCOCC2)[C@@H](C)CN([C@@H](C)CO)S3(=O)=O)cc1 | 1.8
COCC#Cc1ccc([C@@H]2[C@@H](CO)N3CCCCN(C(=O)COC)C[C@@H]23)cc1 | 2.3
CNC[C@@H]1OCCCC[C@@H](C)Oc2ccc(NC(=O)c3ccccc3)cc2C(=O)N([C@H](C)CO)C[C@@H]1C | 12
C[C@@H]1CN([C@@H](C)CO)C(=O)Cc2cc(NC(=O)Cn3cnnn3)ccc2O[C@H]1CN(C)Cc1ccc(Oc2ccccc2)cc1 | 3.1
C[C@@H]1CN([C@H](C)CO)C(=O)c2cccc(NC(=O)Nc3ccc(F)cc3)c2O[C@H]1CN(C)S(=O)(=O)c1ccc(Cl)cc1 | -2.1
CC(C)NC(=O)Nc1ccc2c(c1)C(=O)N([C@H](C)CO)C[C@H](C)[C@H](CN(C)Cc1ccncc1)O2 | -0.1
C/C=C/c1ccc2c(c1)O[C@@H](CN(C)C(=O)CN(C)C)[C@@H](C)CN([C@H](C)CO)S2(=O)=O | 1.4
CN1c2ccc(-c3ccc(F)cc3)cc2[C@H]2[C@H](CCN2C(=O)Cc2cccnc2)[C@H]1CO | 2.9
C[C@@H]1CN([C@@H](C)CO)C(=O)c2cccc(NC(=O)c3nc4ccccc4s3)c2O[C@@H]1CN(C)S(=O)(=O)c1ccc(Cl)cc1 | -0.7
Cc1noc(C)c1NC(=O)Nc1ccc2c(c1)C(=O)N([C@H](C)CO)C[C@H](C)[C@@H](CN(C)Cc1ccc(-c3ccccc3)cc1)O2 | -3.0
O=C(Cc1ccccn1)NCC[C@H]1CC[C@@H](NC(=O)c2ccccc2F)[C@@H](CO)O1 | -0.5
CCNC(=O)C[C@@H]1CC[C@H]2[C@H](COc3ccc(NC(=O)Nc4cccc(Cl)c4)cc3C(=O)N2C)O1 | 16
O=C(C[C@H]1C[C@H]2c3cc(NC(=O)NC4CCCC4)ccc3O[C@H]2[C@H](CO)O1)NC1CCCC1 | -0.6
O=C(C[C@@H]1CC[C@@H]2[C@H](COC[C@H](O)CN2Cc2cc(F)ccc2F)O1)NCc1ccc(Cl)cc1 | -1.8

An excerpt; count on the stated rates, not on these rows.
